NFkB transloc inh: blocks IL-1B driven NFkB nuclear translocation in HUVEC cells | HUVEC IL-1B NFkB p65 nuclear translocation imaging | inhibition, % at 2 µM | 0.43% of 94,000 active;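 active = inhibition above about 30% together with a positive call from visual inspection of the well image, limit read from the data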;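 note: nuclear over cytoplasmic p65 intensity ratio measured by imaging; 0% = IL-1B stimulated DMSO wells and 100% = unstimulated DMSO wells; values of inactives mirror those of a sister screen read the other way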
IL1B NFkB pot: enhances IL-1B driven NFkB nuclear translocation; activation, % at 2 µM; HUVEC IL-1B NFkB p65 nuclear translocation imaging; AID 819; 0.3% of 94,000 active;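 active = activation above 40%, about the mean plus 3 SD, also judged a hit on visual image review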;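 note: percent activation is computed from the nuclear over cytoplasmic p65 intensity ratio; values of inactives mirror those of a sister screen read the other way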
Bcl-B displacement: displacers of TR3 peptide from Bcl-B, primary screen, selectivity assay for Bfl-1 inhibitor project, biochemical, fluorescence polarization. FP displacement of FITC-TR3 peptide from Bcl-B; higher % means a stronger effect. 0.11% of 96,000 active. displacement, % at 20 µM, or IC50 in µM where a hit was titrated;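 active = displacement above 50% at 20 µM plus a fluorescence interference ratio under 1.5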;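 note: plate controls were wells without compound for no effect and wells lacking Bcl-B protein for full effect; a part of the inactive calls stands beside numbers as strong as those of hits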
PLAP inhibition: PLAP enzyme inhibitors, biochemical, luminescence, HTS (AID 690) | purified PLAP, luminescent substrate; higher % means a stronger effect | one-dose inhibition, % at 20 µM; IC50 in µM for titrated hits | 0.08% of 96,000 active; in the data active = a potency from the dose series; inactive = the rest, 99 in 100 with inhibition below about 30%; note: strong numbers were not always called active
MRP reversal: reverses drug resistance mediated by MRP; 0.04% of 85,000 active; H69AR cells + 2 uM doxorubicin, CellTiter-Glo, 72 h; AID 602; differential viability (reversal), % at 10 µM;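 active = viability drop by adding the cancer drug above about 55%, with treated viability meeting a 40% cutoff, limit read from the data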;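 note: viability without doxorubicin minus viability with 2 µM doxorubicin for each compound; larger differential means the compound sensitizes cells more to doxorubicin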
MRP reversal cytotoxicity: also measured in MRP reversal; calls as there; viability, %; H69AR cells, CellTiter-Glo, 72 h; measured here: cytotoxicity without doxorubicin
MRP reversal with doxorubicin: recorded beside MRP reversal, whose call it bears; viability, %; measured here: viability with 2 uM doxorubicin; hits give low values
NFkB transloc inh cell count 2 µM: recorded beside NFkB transloc inh, whose call it bears; cell count; measured here: cells passing quality filter;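 raw number of nuclei counted in each imaged well without normalization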
IL1B NFkB pot cell count 2 µM: further read-out of IL1B NFkB pot, marked with its call; cell count; measured here: cells passing quality filter
Numbers without * were called inactive; x = no result given.

1) N=c1c2c(-c3ccccc3)c(-c3ccccc3)oc2ncn1Cc1ccco1
2) CCOc1ccccc1OCCCC(=O)N1CCN(S(=O)(=O)c2cccc(F)c2)CC1
3) N#Cc1c(N2CCN(C(=O)c3ccccc3)CC2)nc(-c2ccccc2)c2c1CCCC2
4) Cn1c(SCc2c(Cl)cccc2Cl)nc(C(F)(F)F)cc1=O
5) CCOC(=O)c1[nH]c2ccc(OC)cc2c1NC(=O)CCN1CCCC(C)C1 (centres undefined)
6) CCSc1nnc([C@H](Cc2c[nH]c3ccccc23)NC(=O)OC(C)(C)C)o1
7) CCOC(=O)c1cccc(NC(=O)c2cc3sccc3n2C)c1
8) O=C(NCC1CCCO1)c1onc(CSc2ccc(F)cc2)c1C(=O)O (centres undefined)
screen / no.	1	2	3	4	5	6	7	8
NFkB transloc inh	-8	x	-15	5	1	3	4	2
NFkB transloc inh cell count 2 µM	171	x	81	79	154	101	197	149
IL1B NFkB pot	-10	x	15	-5	-1	-3	-4	-2
IL1B NFkB pot cell count 2 µM	125	x	81	79	154	101	197	149
Bcl-B displacement	-12%	6%	-8%	-2%	5%	-8%	-14%	-8%
PLAP inhibition	-29%	-75%	-82%	4%	-17%	-23%	35%	4%
MRP reversal	x	-9	-8	x	2	-17	-1	x
MRP reversal cytotoxicity	x	68	14	x	86	75	91	x
MRP reversal with doxorubicin	x	77	22	x	84	92	92	x

9) O=[N+]([O-])c1cccnc1N1CCOCC1
10) O=C(CN(C(=O)CNC(=O)c1ccco1)c1ccc(Cl)c(Cl)c1)NC1CCCCC1
11) Cn1c(NCCCO)nc2c(c1=O)C1(CCCCC1)Cc1ccccc1-2
12) CCN1CCN(C(=S)Nc2ccccc2Cl)CC1
13) O=C(CSc1nc2ccc(Cl)cc2[nH]1)NCc1ccco1
14) CCOC(=O)c1c(C)cc(C)n2c1nc1ccccc12
15) Cc1ccc(C(=O)N(Cc2ccc3c(c2)OCO3)Cc2nc3ccccc3c(=O)[nH]2)cc1
16) CC(C)(C)NC(=O)c1nc2ccccc2s1
screen / no.	9	10	11	12	13	14	15	16
NFkB transloc inh	-21	-1	-1	-4	14	-3	-4	x
NFkB transloc inh cell count 2 µM	150	195	176	187	93	179	196	x
IL1B NFkB pot	21	1	1	4	-14	3	4	x
IL1B NFkB pot cell count 2 µM	150	195	176	187	93	179	196	x
Bcl-B displacement	-4%	-4%	3%	2%	-8%	3%	-6%	11%
PLAP inhibition	6%	-26%	-49%	-2%	-20%	-14%	-23%	-16%
MRP reversal	x	-4	20	2	-11	8	-1	-1
MRP reversal cytotoxicity	x	64	67	109	86	83	92	103
MRP reversal with doxorubicin	x	67	47	107	98	75	92	104

17) NC(=O)/C(=C/c1ccco1)NC(=O)c1ccc(Br)o1
18) CCN(C(=O)CSc1nc2ccccc2n1CCc1ccccc1)C1CCS(=O)(=O)C1 (centres undefined)
19) CCOC(=O)CCc1c(C)c2ccc(OCc3cc([N+](=O)[O-])ccc3OC)cc2oc1=O
20) O=C(CN1CCC2(CC1)OCCO2)c1ccc2cc[nH]c2c1
21) Cc1sc2nc3n(c(=O)c2c1C)CCCCC3
22) COc1cccc(NC(=O)C2c3cc(OC)c(OC)cc3C(=O)N(C)C2c2cccnc2)c1 (centres undefined)
23) C=CCSc1nc2ccccc2n1S(=O)(=O)c1ccc(C)cc1
24) CCNC(=O)c1oc2c(c1C)C(=O)CC(C)(C)C2
screen / no.	17	18	19	20	21	22	23	24
NFkB transloc inh	8	-12	-3	-2	6	10	5	-19
NFkB transloc inh cell count 2 µM	142	123	179	172	73	154	115	110
IL1B NFkB pot	-8	12	3	2	-7	-10	-5	19
IL1B NFkB pot cell count 2 µM	142	123	179	172	73	154	115	110
Bcl-B displacement	x	-5%	0%	-1%	x	4%	x	-5%
PLAP inhibition	x	-143%	6%	0%	x	-40%	x	16%
MRP reversal	x	-13	x	8	17	x	-1	7
MRP reversal cytotoxicity	x	85	x	103	94	x	85	97
MRP reversal with doxorubicin	x	97	x	95	77	x	86	90

25) Cn1c(C(=O)NCCc2c[nH]c3ccccc23)cc2sccc21
26) COc1ccc(CC(=O)NCc2cccs2)cc1OC
27) Clc1cccc(-c2nnc3sc(-c4ccccc4)nn23)c1
28) O=C(c1cnc2n(c1=O)CCS2)N(C1CCCCC1)C1CCCCC1
29) CCN(CC)CCN1C(=O)c2ccccc2NC1c1ccc(F)cc1 (centres undefined)
30) CC(=O)c1sc2nc(SCC(=O)N3CCCCC3)[nH]c(=O)c2c1C
31) COc1cc(C2C(C#N)=C(N)Oc3cc(C)oc(=O)c32)ccc1OC(=O)N1CCOCC1 (centres undefined)
32) CCn1c(SC(C)C(=O)O)nnc1-c1cccnc1 (centres undefined)
screen / no.	25	26	27	28	29	30	31	32
NFkB transloc inh	2	4	-6	-5	-7	-8	x	x
NFkB transloc inh cell count 2 µM	146	151	80	73	153	141	x	x
IL1B NFkB pot	-2	-4	6	5	7	8	x	x
IL1B NFkB pot cell count 2 µM	146	151	80	73	153	141	x	x
Bcl-B displacement	-4%	-3%	x	-2%	-32%	x	-9%	13%
PLAP inhibition	37%	16%	x	-7%	-10%	-10%	2%	12%
MRP reversal	-9	2	1	7	-1	-20	-9	12
MRP reversal cytotoxicity	63	105	84	95	80	68	94	96
MRP reversal with doxorubicin	73	103	84	88	81	88	103	84

33) O=C(NCC(=O)N(c1ccccc1)C(C(=O)NCC1CCCO1)c1ccccc1)c1ccco1 (centres undefined)
34) COCCNc1nc2c(c(=O)n(C)c(=O)n2C)n1Cc1cccc(C)c1
35) CCOC(=O)C1CCN(c2ncnc3c2oc2ccc(Br)cc23)CC1
36) C[C@H](NC(=O)Cn1cncn1)c1ccccc1
37) CC(C)C(NC(=O)c1ccccc1)C(=O)NC1=NCCS1 (centres undefined)
38) CCOC(=O)C1=C(C)N(C)C(=O)NC1c1cccc(O)c1 (centres undefined)
39) Cc1ccc2c(c1)NC(=O)c1cccnc1N2
40) Cc1ccc(-c2nnn(CC(=O)N(Cc3ccccc3)C(C(=O)NC(C)(C)C)c3ccncc3)n2)o1 (centres undefined)
screen / no.	33	34	35	36	37	38	39	40
NFkB transloc inh	-1	0	-17	-4	-11	-36	x	x
NFkB transloc inh cell count 2 µM	84	162	189	127	141	119	x	x
IL1B NFkB pot	1	0	17	4	11	36	x	x
IL1B NFkB pot cell count 2 µM	84	162	189	127	141	119	x	x
Bcl-B displacement	2%	-1%	-10%	6%	0%	2%	5%	-4%
PLAP inhibition	-68%	0%	-35%	9%	0%	11%	10%	-70%
MRP reversal	9	3	23	x	4	x	x	-2
MRP reversal cytotoxicity	93	93	93	x	98	x	x	95
MRP reversal with doxorubicin	84	91	71	x	94	x	x	97

41) Cc1ccc(C(=O)O/N=C/c2c(N3CCOCC3)n(C)c3ccccc23)cc1
42) O=C(NC(=S)Nc1ccc(Cl)cn1)c1cccs1
43) O=C1c2ccccc2C(=O)c2c1oc(C(F)(F)F)c2C(=O)c1ccccc1
44) Clc1ccc(CSc2nnc(-c3cccnc3)n2Cc2ccco2)c(Cl)c1
45) O=C(NCC(=O)N(c1cccc(F)c1)C(C(=O)NCC1CCCO1)c1ccccc1)c1ccco1 (centres undefined)
46) Cc1cccc(N2CCN(C(=O)CCNC(=O)Cn3ccc4ccccc4c3=O)CC2)c1C
47) COc1ccc(NC(=O)N(Cc2cccnc2)Cc2ccccc2Cl)c(OC)c1
48) CC(=O)Nc1ccc(-c2nnc(SCc3ccc(C)cc3)n2C)cc1
screen / no.	41	42	43	44	45	46	47	48
NFkB transloc inh	-3	-17	-16	-27	x	12	-9	-1
NFkB transloc inh cell count 2 µM	135	156	160	121	x	111	177	139
IL1B NFkB pot	3	17	16	27	x	-12	9	1
IL1B NFkB pot cell count 2 µM	135	156	160	121	x	111	177	139
Bcl-B displacement	8%	-22%	-13%	-27%	0%	-5%	x	6%
PLAP inhibition	-47%	-10%	0%	-65%	-22%	-59%	x	24%
MRP reversal	x	x	0	17	-11	x	1	5
MRP reversal cytotoxicity	x	x	1	90	83	x	96	82
MRP reversal with doxorubicin	x	x	1	73	94	x	94	77

49) Cc1ccc(S(=O)(=O)N/N=C\c2ccccc2OCc2ccccc2)cc1
50) CC(C)CCNc1nc(-c2ccco2)c2c(c1C#N)CCCC2
51) Cc1ccc2c(C)nc(Nc3nc(CSc4nc5ccccc5[nH]4)cc(=O)[nH]3)nc2c1
52) COC(=O)c1ccccc1NC(=O)CSc1nc2c(c(=O)n(C)c(=O)n2C)n1C
53) CSc1nc(-c2ccccc2)nn1C(=O)c1ccco1
54) C=CCOn1c(=O)c(-c2ccc(OC)cc2)[n+]([O-])c2ccccc21
55) CCOc1cc(S(=O)(=O)N2CCN(CC)CC2)ccc1Cl
56) CCc1ccc(NC(=O)C2CCN(S(=O)(=O)c3c(C)[nH]c(=O)[nH]c3=O)CC2)cc1
screen / no.	49	50	51	52	53	54	55	56
NFkB transloc inh	2	3	0	9	-18	0	10	-9
NFkB transloc inh cell count 2 µM	199	137	132	196	151	114	168	186
IL1B NFkB pot	-2	-3	0	-9	18	0	-10	9
IL1B NFkB pot cell count 2 µM	199	137	132	196	151	114	168	186
Bcl-B displacement	-8%	-5%	3%	x	x	-6%	6%	2%
PLAP inhibition	0%	8%	-124%	x	x	9%	-90%	26%
MRP reversal	x	14	x	4	10	3	-5	x
MRP reversal cytotoxicity	x	74	x	103	98	90	87	x
MRP reversal with doxorubicin	x	60	x	100	88	87	92	x

57) COC(=O)c1ccc(/C=N/N2CCN(Cc3ccccc3)CC2)cc1
58) O=C(N/N=C/c1cc2c(cc1Cl)OCO2)c1ccccn1
59) CCOC(=O)C1CCN(C(=O)CCNC(=O)c2cc(OC)c(OC)c(OC)c2)CC1
60) CCOC(=O)C1=C(O)CCn2c1nc1ccccc12
61) CCOc1ccc(C2C(C#N)=C(N)Oc3n[nH]c(C)c32)cc1OC(=O)C1CC1 (centres undefined)
62) O=C(NCc1ccc(OC(F)(F)F)cc1)C1CC(c2c(Cl)cccc2Cl)=NO1 (centres undefined)
63) Cc1cc(C(=O)CSc2nnnn2C)c(C)n1CCc1ccc(F)cc1
64) Cc1c(-n2c(SCC(=O)O)nnc2-c2ccccc2Cl)c(=O)n(-c2ccccc2)n1C
screen / no.	57	58	59	60	61	62	63	64
NFkB transloc inh	9	-2	-14	-21	x	7	-1	9
NFkB transloc inh cell count 2 µM	127	141	118	182	x	188	172	171
IL1B NFkB pot	-9	2	14	21	x	-7	1	-9
IL1B NFkB pot cell count 2 µM	127	141	118	182	x	188	172	171
Bcl-B displacement	-2%	x	-7%	1%	3%	-17%	-23%	10%
PLAP inhibition	-3%	x	-10%	-56%	-32%	13%	63%	x
MRP reversal	x	x	0	-4	16	x	8	-6
MRP reversal cytotoxicity	x	x	88	83	99	x	87	84
MRP reversal with doxorubicin	x	x	88	87	83	x	79	90

65) CC(=O)Nc1nc2c(F)cccc2s1
66) Cc1cc(NC(=O)c2ccccc2F)n(-c2nc3ccccc3[nH]2)n1
67) COc1ccccc1NC(=S)N(CCc1nc2cc(C)c(C)cc2[nH]1)Cc1cccnc1
68) Cc1c(C)[n+](=O)c2c(n1[O-])CCC2
69) Cc1ccc(S(=O)(=O)N2CCN(C(=O)N3CCOCC3)C2c2ccc(N(C)C)cc2)cc1 (centres undefined)
screen / no.	65	66	67	68	69
NFkB transloc inh	-18	2	2	-39	12
NFkB transloc inh cell count 2 µM	172	88	150	134	163
IL1B NFkB pot	18	-2	-2	39	-12
IL1B NFkB pot cell count 2 µM	172	88	150	134	163
Bcl-B displacement	x	3%	8%	4%	-5%
PLAP inhibition	x	-11%	-65%	-25%	-3%
MRP reversal	4	-17	x	1	12
MRP reversal cytotoxicity	94	41	x	92	100
MRP reversal with doxorubicin	90	58	x	91	88

Only part of the results is shown; rates above refer to the full screens.
